GPR151 activ – activators of human GPR151, primary screen, cell-based, PathHunter beta-arrestin, luminescence. PathHunter beta-arrestin GPR151 cells. activation, % at 11.2 µM. actives 1% (n = 650,000). AID 1508602, 2020; in the data active means activation above about 4.9%;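 further: 0% = median of compound wells and 100% = cells with positive control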
Target sequence (Q8TDV0 whole entry, looked up): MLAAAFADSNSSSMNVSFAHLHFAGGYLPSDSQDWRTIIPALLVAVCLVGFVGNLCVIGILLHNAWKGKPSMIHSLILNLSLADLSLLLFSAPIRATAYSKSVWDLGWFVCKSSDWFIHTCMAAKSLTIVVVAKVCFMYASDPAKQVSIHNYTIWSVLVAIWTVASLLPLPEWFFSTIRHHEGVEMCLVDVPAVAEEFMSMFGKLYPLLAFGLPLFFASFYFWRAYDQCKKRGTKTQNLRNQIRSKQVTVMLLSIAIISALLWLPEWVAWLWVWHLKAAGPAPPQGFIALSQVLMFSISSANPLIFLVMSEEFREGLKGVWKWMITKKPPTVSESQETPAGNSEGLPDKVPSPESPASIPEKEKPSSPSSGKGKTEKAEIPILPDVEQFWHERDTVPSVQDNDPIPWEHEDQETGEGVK
MITF inh – MITF inhibitors, primary screen, biochemical, AlphaScreen, human; AlphaScreen MITF homodimerization, bead proximity signal; actives 0.91% (n = 650,000); AID 1259374, 2018; inhibition, % at 2.6 µM; in the data active means inhibition above about 50%;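 further: 0% = vehicle wells with protein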
Target sequence (O75030 whole entry, looked up): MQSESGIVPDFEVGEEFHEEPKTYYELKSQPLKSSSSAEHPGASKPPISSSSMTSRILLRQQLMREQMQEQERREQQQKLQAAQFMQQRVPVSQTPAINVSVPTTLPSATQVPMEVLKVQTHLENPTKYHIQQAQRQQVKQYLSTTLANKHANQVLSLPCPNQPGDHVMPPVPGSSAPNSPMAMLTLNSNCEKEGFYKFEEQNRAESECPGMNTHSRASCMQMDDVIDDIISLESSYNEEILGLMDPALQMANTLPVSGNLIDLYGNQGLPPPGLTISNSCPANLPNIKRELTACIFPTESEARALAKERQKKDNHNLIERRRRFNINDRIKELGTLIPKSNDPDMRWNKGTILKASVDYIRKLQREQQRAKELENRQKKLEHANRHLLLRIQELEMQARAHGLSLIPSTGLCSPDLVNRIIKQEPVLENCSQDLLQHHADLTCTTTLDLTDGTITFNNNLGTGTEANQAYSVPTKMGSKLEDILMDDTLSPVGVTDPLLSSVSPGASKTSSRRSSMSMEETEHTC
FBW7 activator – FBW7 E3 ligase activators, primary screen, biochemical, AlphaScreen, human; actives 0.13% (n = 650,000); AlphaScreen FBW7–phospho-cyclin E peptide binding, activator screen; F-box/WD repeat-containing protein 7 (Homo sapiens), Q969H0; normalized activity (activation), % at 26.1 µM; in the data active means normalized activity above about 1.9%;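 further: purified mutant Fbw7 with reduced substrate affinity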
TEAD-YAP inh – TEAD-YAP interaction inhibition, primary screen, TEAD-YAP interaction inhibitor project, luminescence, HEK-TIYL cells. TEAD-Gal4/YAP UAS-luciferase luminescence. inhibition, % at 9.12 µM. actives 1.4% (n = 640,000). AID 1259422, 2018; in the data active means inhibition above about 32%;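 further: 0% = median of test compound wells and 100% = reference inhibitor wells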
Numbers without * were called inactive; x = not tested or not shown.

Below each compound – GPR151 activ	MITF inh	FBW7 activator	TEAD-YAP inh
1. CCOC(=O)C1=CC2(SC=C(C(=O)OCC)S2)C2=C(S1)C(C)(C)N(C(C)=O)c1ccc(OCC)cc12 (stereo not given)
→ 0.0	10.6	-0.1	-2.9
2. Cc1ccc(C)c(S(=O)(=O)Nc2c(C)n(C)n(-c3ccccc3)c2=O)c1
→ 1.3	-4.4	0.3	-2.5
3. O=S(=O)(Cc1ccccc1)NCC1CCCN(Cc2cccn2-c2ccccn2)C1 (stereo not given)
→ -1.2	5.0	0.3	10.9
4. COc1cc(/C=C2/N=C(c3ccc(F)cc3)OC2=O)cc(OC)c1OC(C)=O
→ 1.7	0.8	0.4	12.4
5. O=[N+]([O-])/C(C(Cl)=C(Cl)Cl)=C1/Nc2ccccc2O1
→ 0.7	10.7	0.3	0.9
6. Cc1ccoc1C(=O)N1CCC2(CC1)CC2C(=O)N1CCc2ccccc2C1 (stereo not given)
→ 0.0	-10.8	0.3	2.0
7. CCCNc1nc(Nc2ccc(-n3ccnc3)cc2)nc2c1ncn2C1CCCCC1
→ 1.0	4.7	-0.2	-6.4
8. COc1ccccc1-c1c(C(F)(F)F)oc2c(CN(C)C)c(O)ccc2c1=O
→ -0.2	-9.0	0.3	2.8
9. COc1ccc(N2C(=O)C(O)=C(C(=O)OC(C)(C)C)C2c2ccccc2)cc1 (stereo not given)
→ 1.5	18.7	0.1	3.8
10. Cc1ccc(Nc2nnc(-c3ccc(C(=O)N(C)C)cc3)c3ccccc23)cc1
→ 0.8	-9.1	-0.1	-11.2
11. CC(C)NC(=O)CSc1cc(=O)n(C)c2cc(Cl)ccc12
→ -0.8	5.5	0.2	-8.6
12. Cn1cc(S(=O)(=O)Nc2ccc(F)cc2F)c(=O)n(C)c1=O
→ -1.5	-4.7	0.1	2.2
13. COC(=O)COc1ccc(S(=O)(=O)Nc2ccc(Oc3ccccc3)cc2)cc1
→ -0.2	10.7	0.0	12.6
14. Cc1nc(C)c(C(=O)NCCC(c2ccccc2)c2ccccc2)o1
→ -0.7	9.4	0.0	21.3
15. COc1ccc(NC(=S)NC(=O)c2ccco2)cc1Cl
→ 0.0	-32.9	-0.1	-4.8
16. CC(C)(C)NC(=O)C(OC(=O)CC1Sc2ccccc2NC1=O)c1ccncc1 (stereo not given)
→ 0.0	10.4	0.2	-1.1
17. C=CCOc1ccc2ccccc2c1C=C1C(=O)NC(=O)NC1=O
→ 1.0	17.5	-1.0	-11.6
18. COc1cccc(/C=C2\N=C(c3ccc(Cl)c([N+](=O)[O-])c3)NC2=O)c1
→ 0.5	0.1	0.0	3.3
19. CCCOc1ccc(-c2[nH]ncc2Oc2ccccc2)c(O)c1
→ -0.2	14.6	0.1	-6.9
20. O=C(NC(c1ccccc1)c1ccsc1)C1CCN(C(=O)CCc2cccnc2)CC1 (stereo not given)
→ 0.4	-1.7	-0.4	7.2
21. CCn1c(SCC(=O)NCC(F)(F)F)nnc1-c1cccs1
→ 1.0	8.0	0.0	2.9
22. COc1ccc(NCC(=O)N/N=C/c2ccc(OCc3ccccc3)c(OC)c2)cc1
→ -1.7	12.9	0.1	-11.3
23. O=C(CCOc1ccccc1)Nc1ccnn1C1CCN(C(=O)C2CC23CCC3)CC1 (stereo not given)
→ -0.7	9.1	0.2	9.7
24. c1ccc2c(c1)CC1(CCCCC1)n1nnnc1-2
→ 1.1	6.3	0.2	19.5
25. O=C(Oc1ccc2c(-c3cc4ccccc4oc3=O)cc(=O)oc2c1)C1CC1
→ 9.2*	-2.1	0.0	7.8
26. CC(=O)c1ccccc1-c1ccc2c(c1)CC(CNC(=O)c1cc(C)nn1C)O2 (stereo not given)
→ -0.1	-12.8	0.1	22.3
27. CC(C)NCC(O)COc1c(F)cc(Br)cc1F (stereo not given)
→ -0.8	-5.2	0.0	4.4
28. Cc1ccc(N(C(C)C(=O)Nc2ccccc2C(=O)N2CCCC2)S(C)(=O)=O)cc1 (stereo not given)
→ 2.0	3.4	0.0	-4.6
29. CN(CCO)c1nc(-c2ccccc2F)nc2ccccc12
→ 0.3	11.7	0.1	0.8
30. CCCSc1nc(-c2cccs2)nc2c1c(=O)n(C)c(=O)n2C
→ 0.4	30.8	0.0	9.9
31. CC(C)CCn1c(N/N=C\c2ccc(Br)cc2)nc2c1c(=O)[nH]c(=O)n2C
→ -0.1	12.8	1.6	8.6
32. CC(NS(=O)(=O)c1ccc(F)cc1)C(=O)Nc1ccc(Cl)cc1Cl (stereo not given)
→ -1.1	7.1	0.6	2.9
33. COc1cc(C(=O)NCC2CCCO2)c(OC)cc1C(=O)NCC1CCCO1 (stereo not given)
→ -0.5	-4.8	-0.2	1.7
34. O=S(=O)(c1ccccc1)c1nc(/C=C/c2ccccc2)oc1N1CCOCC1
→ -1.0	5.5	0.2	6.2
35. CCn1c2ccccc2n2c(=O)n(CC(=O)N3CCNC(=O)C3(C)C)nc12
→ 3.4	0.0	-0.1	-4.3
36. Cn1c(C(=O)NCCCN2CCCC2)cc2sccc21
→ 0.3	-10.0	-0.2	-1.6
37. O=C(NC12CC3CC(CC(C3)C1)C2)C1=COCCO1
→ -1.2	-1.9	-0.1	-6.9
38. Cc1cc(C(=O)OCC(=O)C(C)(C)C)c2ccccc2n1
→ 0.1	-12.4	0.0	-15.3
39. O=C(c1cc(F)c(F)cc1Cl)N1CCN(c2ccc([N+](=O)[O-])c3ncccc23)CC1
→ 1.7	7.5	-0.1	8.1
40. COc1ccc(C(=O)N/N=C(C)\C=C\c2ccccc2)cc1
→ -1.1	7.4	-0.1	-36.4

Gathered by group: the compounds so far with a CF3 group.
Below each compound – GPR151 activ	MITF inh	FBW7 activator	TEAD-YAP inh
8. COc1ccccc1-c1c(C(F)(F)F)oc2c(CN(C)C)c(O)ccc2c1=O
→ -0.2	-9.0	0.3	2.8
21. CCn1c(SCC(=O)NCC(F)(F)F)nnc1-c1cccs1
→ 1.0	8.0	0.0	2.9

Following part:
Below each compound – GPR151 activ	MITF inh	FBW7 activator	TEAD-YAP inh
41. COc1ccc(C)cc1NC(=O)CNS(=O)(=O)c1ccccc1
→ 1.5	8.1	-0.1	5.9
42. CCCCOc1ccc(N(CC(=O)NC(C)C)C(=O)CCC(=O)Nc2ccccn2)cc1
→ -1.3	5.1	-0.2	0.3
43. O=C(Nc1nnc(-c2ccco2)o1)c1cccc(F)c1
→ -0.9	0.1	0.0	-4.4
44. Cc1cc(Nc2ccc3c(c2)OCO3)nc(Nc2cnccn2)n1
→ -1.1	5.5	0.4	-26.7
45. NC(=O)c1ccc2cnn(-c3cccc(C(=O)NCCN4CCOCC4)c3)c2c1
→ 1.1	0.3	0.0	5.6
46. CC(C)Cn1c(CN2CCN(c3cccc(Cl)c3)CC2)nc2c1c(=O)n(C)c(=O)n2C
→ -1.0	13.4	0.7	3.9
47. CCOC(=O)C1CCN(Cc2cc(=O)oc3ccc(O)cc23)CC1
→ -0.5	12.0	0.1	6.1
48. O=C(NCc1cccc(C(F)(F)F)c1)c1csc(-c2ccccc2)n1
→ -0.7	-1.6	-0.1	9.8
49. O=C(CN1CCC(NC(=O)C2CC2)CC1)Nc1cccc(F)c1
→ 1.1	5.7	0.2	16.9
50. CC(C)(C)Nc1c(-c2cccnc2)nc2ccc(Br)cn12
→ -0.2	5.1	0.0	6.3
51. CCOc1ccccc1-n1c(=S)sc2c(=O)n(-c3ccc(F)cc3)c(SCC(=O)Nc3nccs3)nc21
→ 0.5	-5.9	0.1	-1.6
52. COc1ccc(C2C3=C(CC(c4ccccc4)CC3=O)Nc3ccccc3N2C(=O)c2cc(OC)c(OC)c(OC)c2)cc1OC (stereo not given)
→ 0.3	9.7	0.1	-6.0
53. O=C(Cc1cscn1)N1CCOc2ccc(CN3CCc4ccccc4C3)cc2C1
→ -0.7	16.9	0.7	16.1
54. O=C(NCc1ccc(F)cc1)c1cccc(NS(=O)(=O)c2ccc(Cl)cc2)c1
→ 1.0	-9.5	-0.1	14.3
55. O=C(N/N=C/c1cc(-c2ccccc2)oc1Cl)c1ccccc1[N+](=O)[O-]
→ 0.3	9.1	0.1	4.5
56. CC(=O)Nc1ccc(C(=O)N/N=C(\C)CC(=O)Nc2ccccc2NC(C)=O)cc1
→ 1.0	12.6	0.0	-5.7
57. COc1ccc(NC(=O)C2C3NC(=S)NC2(C)Oc2ccccc23)cc1 (stereo not given)
→ -0.5	15.5	0.1	1.7
58. NC(=O)CN1C(=O)c2ccccc2S1(=O)=O
→ 0.3	-2.6	0.3	-9.8
59. CCOC(=O)N1C2=NC(C(=O)OC)=C(C(=O)OC)[C@@H]3N(Cc4ccccc4)c4ccccc4[C@]23C[C@H]1C(=O)OC
→ -2.3	4.7	0.0	x
60. Nc1nc2ccc(S(=O)(=O)N3CCOCC3)cc2s1
→ -1.5	7.5	-0.1	1.7
61. CN1CCN(c2cc(N3CCN(S(C)(=O)=O)CC3)ccc2[N+](=O)[O-])CC1
→ 1.0	9.3	0.3	17.0
62. COc1cc(/C=C2\C=C(c3ccc(C)cc3)OC2=O)cc([N+](=O)[O-])c1OC(C)=O
→ -0.5	1.6	-0.5	-4.6
63. COc1ccc(-c2cc(C(=O)NCc3ccccc3)no2)cc1
→ -0.2	2.2	0.0	-6.9
64. CCOc1ccc(/C=N/c2ncn[nH]2)cc1
→ 1.1	17.3	0.2	8.7
65. Cc1cccc(C)c1NC(=O)c1c(-c2c(Cl)cccc2Cl)noc1C
→ -0.4	8.6	-0.1	5.3
66. Cc1cccc(C)c1N(CC(=O)N1CCC(C)CC1)S(C)(=O)=O
→ 0.8	3.8	0.0	-4.2
67. COC(=O)c1nc2cccc(C)n2c1F
→ 0.9	11.6	1.5	-1.3
68. COc1cccc(-c2nc(-c3ccsc3)c(-c3ccccc3)[nH]2)c1
→ -0.2	12.3	0.1	14.1
69. Brc1csc(CN2CCN(Cc3ccc4c(c3)OCO4)CC2)c1
→ -0.4	61.7*	0.5	0.2
70. COc1ccccc1CNC(=O)c1oc2c(c1C)-c1[nH]ncc1CC2
→ -0.4	11.4	0.2	3.4
71. CNC(=S)N(C)CC(=O)Nc1c(Cl)cccc1Cl
→ -1.2	8.6	0.1	8.8
72. Cc1c(C(=O)C(=O)N2CCCCCC2)c2ccccc2n1C
→ 0.1	23.8	0.3	1.1
73. Cc1ccc(NC(=O)CN(C)C(=O)CCl)cc1
→ -1.0	4.2	0.1	62.7*
74. Cc1ccc(Nc2nnc(SCC(=O)Nc3sccc3C(N)=O)s2)cc1
→ 2.4	2.6	0.0	2.5
75. O=C(Nc1cccc(Cl)c1)N1CCC(n2nnc3cc(F)ccc32)CC1
→ 4.1	4.8	0.0	-5.5
76. Cc1nc2nc(-c3ccccc3)c(-c3ccccc3)n2nc1C
→ -0.5	8.4	0.3	3.8
77. CC(=O)CCCC(C)CCCC(C)CCCC(C)C (stereo not given)
→ 2.0	-1.3	0.2	-5.6
78. O=C(/C=C/c1ccco1)NC(=S)NCc1ccccc1
→ 1.1	3.1	0.0	-4.0
79. CC(C)Cn1c(SCC(=O)O)nc2c1c(=O)[nH]c(=O)n2C
→ -0.5	12.0	0.2	2.5
80. COc1ccc(OC)c(NC(=O)c2c(NCc3cccnc3)sc3c2CCCCC3)c1
→ 1.2	3.8	-0.2	-7.4
81. Cc1ccc(S(=O)(=O)N(c2c(C)cc(C)nc2Cl)S(=O)(=O)c2ccc(C)cc2)cc1
→ 0.1	-0.9	0.0	-4.0
82. COc1ccc(Cl)cc1NS(=O)(=O)c1cccc2nonc12
→ 0.2	-8.2	0.0	2.9
83. O=C(C1CCCN(c2ncccn2)C1)N1CCc2ccccc2C1 (stereo not given)
→ 0.0	4.0	-0.2	-6.0
84. COc1cc2[nH]c(=O)c(C(=O)NC3CCCCC3)c(O)c2cc1OC
→ 3.3	5.6	0.0	-4.8
85. CCCNc1nc(OC)nc(-c2ccc(C(=O)NC3CC3)cc2)n1
→ -0.3	-1.8	0.2	2.5
86. COC(=O)c1sc(N)c(C(=O)OC)c1C
→ -0.6	9.1	0.5	-6.8
87. Brc1ccc(Oc2ccccc2N2CCOCC2)nc1
→ 0.3	9.1	-0.2	-14.0
88. CN(CCCN1C(=O)c2ccc(C(=O)O)cc2C1=O)CCCN1C(=O)c2ccc(C(=O)O)cc2C1=O
→ 0.1	-11.3	-0.1	-0.6
89. CCCNC(=O)C(C)n1nc(C)c2sc3ccccc3c2c1=O (stereo not given)
→ 0.1	2.3	0.0	-4.7
90. N/C(CSc1nc(SC/C(N)=N\O)ns1)=N\O
→ 1.2	-9.4	-0.3	-1.5
91. CCC(=O)N(Cc1cc2cc3c(cc2[nH]c1=O)OCCO3)C1CCCC1
→ -0.4	12.1	-0.1	-55.5
92. CSc1nnc(C)c(=O)n1COC(=O)c1ccc(C)c([N+](=O)[O-])c1
→ 1.9	-2.6	-0.2	-0.9
93. OC(COCc1ccccc1)CN1CCC(Cc2ccccc2)CC1 (stereo not given)
→ 0.7	6.0	-0.1	-0.6
94. Nc1c(-c2nc(-c3ccncc3)no2)nnn1-c1ccc(F)c(Cl)c1
→ -0.9	-1.2	-0.2	-6.6
95. O=Cc1cccn1-c1cccnc1Cl
→ -0.2	3.2	-0.1	-0.6
96. CC(=O)Nc1ccc(CN2CCC(C3(CCC(C)C)NC(=O)NC3=O)CC2)s1 (stereo not given)
→ 2.1	-4.7	0.1	3.1
97. CCOc1ccc(-c2noc(-c3cccnc3)n2)cc1OCC
→ 1.0	-3.0	0.0	-15.5
98. O=C1C(c2ccccc2)=C(O)c2ccccc21
→ 1.2	6.2	0.3	3.0
99. Cc1cc2nc(N(CCCN(C)C)C(=O)c3ccc(C#N)cc3)sc2cc1C
→ -0.9	17.5	0.0	-22.0
100. CN1CCN(C2=C(Nc3cccc(F)c3)C(=O)c3ccccc3C2=O)CC1
→ 0.2	-3.6	-0.2	3.3

Source: PubChem
